Screening results: PubChem, The Scripps Research Institute Molecular Screening Center
GBA activity up – glucocerebrosidase activity enhancement; P04062; L444P Gaucher fibroblasts, 4-MU-glucoside fluorescence, 3 days; activation, % at 10 µM; 30,000 compounds, 0.44% hits; AID 784; in the data active means activation above about 65%;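 further: 0% = vehicle wells and 100% = positive control wells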
Target sequence (P04062 whole entry L483P): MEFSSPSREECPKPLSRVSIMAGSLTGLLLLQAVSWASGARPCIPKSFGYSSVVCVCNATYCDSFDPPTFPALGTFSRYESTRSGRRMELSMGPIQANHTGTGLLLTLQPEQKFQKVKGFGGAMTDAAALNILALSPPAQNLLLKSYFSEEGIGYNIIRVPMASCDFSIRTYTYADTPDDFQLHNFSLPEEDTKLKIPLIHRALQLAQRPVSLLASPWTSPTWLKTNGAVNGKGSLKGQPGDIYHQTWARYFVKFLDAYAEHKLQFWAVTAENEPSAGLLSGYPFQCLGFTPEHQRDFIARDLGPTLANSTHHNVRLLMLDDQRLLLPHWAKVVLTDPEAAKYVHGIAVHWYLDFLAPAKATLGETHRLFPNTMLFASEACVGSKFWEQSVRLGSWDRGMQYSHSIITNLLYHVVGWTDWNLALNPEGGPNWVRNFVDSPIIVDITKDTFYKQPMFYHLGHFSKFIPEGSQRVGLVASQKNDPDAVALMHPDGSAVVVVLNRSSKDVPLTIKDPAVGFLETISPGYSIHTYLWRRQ
An asterisk follows results filed as active. An excerpt. The share of hits here may be higher or lower than overall.

mol	GBA activity up
O=C(O)C1CCCN1C(=O)Nc1ccccc1 (stereo unspecified)	18
Cc1c(NC(=O)c2cc(-c3ccco3)on2)c(=O)n(-c2ccccc2)n1C	-9
CC1CCc2nc(NC(=O)CN3CCOCC3)sc2C1 (stereo unspecified)	-6
O=C(Cn1ccc2ccccc2c1=O)NCCC(=O)NC1CCN(Cc2ccccc2)CC1	-18
O=C(O)CSCc1ccc(Cl)cc1	9
CCCc1nn(CCc2ccccn2)c(N)c1CC	-5
COc1ccc(CCn2c(-c3ccco3)nc3nc4ccccc4nc32)cc1OC	13
CCOc1ccccc1NC(=O)CSc1c(C)n[nH]c1C	8
Cc1cc2c(c(=O)n1CCN(C)C)C(c1ccc(Cl)cc1)C(C#N)=C(N)O2 (stereo unspecified)	11
COc1ccc(C(=O)N2c3ccc(F)cc3CCC2C)cc1OC (stereo unspecified)	15
O=C(Oc1cccc(NC(=O)c2ccco2)c1)c1cccc(S(=O)(=O)N2CCCC2)c1	19
COc1ccc(C2C(C(=O)c3ccc(C)o3)=C(O)C(=O)N2c2cc(C)on2)cc1OC (stereo unspecified)	-39
C=CCN=C1SCC(=O)N1S(=O)(=O)c1ccc(C)cc1	6
Cc1nc(CNS(=O)(=O)c2cc(C)c(C)cc2C)cs1	2
Cc1ccc(/C=C/S(=O)(=O)N2CCC(C(=O)O)CC2)cc1	-4
O=C(c1ccc(S(=O)(=O)N2CCCCC2)cc1)N1CCCc2ccccc21	-17
Nc1nnc(SCC(=O)N2CCc3ccccc32)n1-c1ccccc1	-23
COc1ccc(OC)c(N(CC(=O)Nc2cccnc2)S(=O)(=O)c2ccc(OC)c(OC)c2)c1	-15
O=C(NCCCN1CCOCC1)c1cc2c(=O)[nH]c3ccccc3c2s1	25
CCOC(=O)c1cc(C(=O)OCC)cc(-n2c(C)cc(C(=O)CN3CCOCC3)c2C)c1	23
COc1ccc(CN(Cc2cc3cccc(C)c3[nH]c2=O)C(=O)N(C)C)cc1	72*
O=C(CN1C(=O)CCS(=O)(=O)c2ccccc21)NCc1ccc2c(c1)OCO2	-38
O=C1CN(C(=O)c2ccco2)C(c2ccc(F)cc2)c2cc(Cl)ccc2N1 (stereo unspecified)	-7
CCCN1Cc2cccc(C(=O)NC3CCCC3)c2C1=O	-1
CCCS(=O)(=O)N1CCCC(C(=O)NC2CCCCC2)C1 (stereo unspecified)	-5
Nn1c(SCc2csc(-c3ccccc3)n2)nnc1-c1cccs1	3
Cc1cc(C(F)F)n2nc(C(=O)Nc3c(F)cc(F)cc3Br)nc2n1	-5
O=C(CSc1nnc2n(C3CCCCC3)c(=O)c3ccccc3n12)OC1CCCCC1	-3
Cc1ccc(C)c(N2CCN(C(=O)C3CCN(S(=O)(=O)c4cccc5nsnc45)CC3)CC2)c1	-21
Oc1ccc2cccnc2c1	8

No new results follow: entries from further up.
mol	GBA activity up
O=C(CSc1nnc2n(C3CCCCC3)c(=O)c3ccccc3n12)OC1CCCCC1	-3
Cc1ccc(C)c(N2CCN(C(=O)C3CCN(S(=O)(=O)c4cccc5nsnc45)CC3)CC2)c1	-21
Oc1ccc2cccnc2c1	8

The list continues:
mol	GBA activity up
Cc1cccc(N2CCN(C(=O)c3ccc(N4CCCC4=O)cc3)CC2)c1C	-13
CCOC(=O)c1ccc(NC(=O)CC2OCCN(CC)C2=O)cc1 (stereo unspecified)	15
COc1cc(C)c(Cl)cc1S(=O)(=O)NCc1ccco1	-51
CC(C)CCn1c(CN2CCN(c3cccc(Cl)c3)CC2)nc2c1c(=O)n(C)c(=O)n2C	7
O=C(NC1CCCCC1)Sc1ccc(Cl)cc1	32
CC(=O)c1cccc(NS(=O)(=O)N(C)C)c1	-24
Cc1ccc(C2C=C(c3ccccc3OC(F)F)Nc3ncnn32)cc1 (stereo unspecified)	-18
O=C(CCn1nc(-c2ccc(Cl)cc2)ccc1=O)NCc1ccccn1	-41
CN(C)c1ccc(NC(=O)CN2CCN(S(=O)(=O)c3cc(Cl)ccc3Cl)CC2)cc1	10
O=S(=O)(c1ccccc1)c1nc(-c2cccs2)oc1NCC1CCCO1 (stereo unspecified)	15
Cc1cc(C)c(C#N)c(SCc2ccccc2C(=O)O)n1	3
Cc1c(-c2ccccc2)nc2ccccc2c1C(=O)O	-5
Cc1cc(S(=O)(=O)NCCc2ccccc2)c(C)s1	-25
CCn1c(=O)c2ccccc2n2c(SCC(=O)N3CCCc4ccccc43)nnc12	6
NC(=O)COC(=O)C(Cc1ccccc1)NS(=O)(=O)c1ccccc1F (stereo unspecified)	-21
Cn1c(SCC(=O)NCc2ccc3c(c2)OCO3)nnc1-c1c[nH]c2ccccc12	-14
O=C(NCc1cccnc1)c1cn(CCc2ccccc2)nn1	-30
Cc1ccc(S(=O)(=O)NC(=O)c2cc(C)n(CCCn3ccnc3)c2C)cc1	-6
Cc1nn(-c2cc(C)c3ccccc3n2)c2c1CCC2	3
CCOC(=O)C(C(=O)N1CCOCC1)C1CCCCC1 (stereo unspecified)	3
CCN(Cc1ccccc1)C(=O)Cn1c(=O)n(CC(=O)NCc2ccco2)c(=O)c2sccc21	-33
C=CCN1C(=O)C2(C(C#N)=C(N)Oc3n[nH]c(CCC)c32)c2ccccc21 (stereo unspecified)	-26
COc1cc2nc(C)sc2cc1SC	9
CCNC(=O)c1ccc2c(c1)S(=O)(=O)c1ccccc1C2=O	-13
N#Cc1nc(Cc2ccccc2)oc1NCc1ccccc1Cl	-16
Cc1ccc(NC(=O)N2CCCN(Cc3ccc(F)cc3)C2)cc1C	-69
COC(=O)c1cccc(NS(=O)(=O)c2cccs2)c1C	-22
Cc1nn(Cc2ccc(C(=O)NC(C)(C)C)o2)c(C)c1Br	-26
COc1ccc(C)cc1N(CC(=O)O)S(=O)(=O)c1ccc(C)cc1	-38
O=C(CSc1nc(-c2ccco2)cc(C(F)(F)F)n1)N1CCSCC1	-9
COc1ccc2oc(=O)c(-c3nnc(NCc4ccco4)s3)cc2c1	-8
CC(C)C(=O)Nc1c2c(nc3c1CCC3)CCCC2	-68
Cc1cnc(-c2nnc(N(C)C(=O)c3ccncc3)s2)cn1	-2
CCN1CCN(c2ccc(NC(=O)COc3ccccc3Cl)cc2)CC1	-15
O=C(Nc1nonc1NC(=O)C1CCCCC1)C1CCCCC1	-8
COc1ccc(C(C)NC(=O)C2C(=O)NC3(C)CC2c2ccccc2O3)cc1 (stereo unspecified)	5
COc1ccc(C2C3=C(OC(C)=O)c4ccccc4C3=Nc3c2c(=O)n(C)c(=O)n3C)cc1 (stereo unspecified)	-42
Cc1cc(C)n(CCOc2nonc2N)n1	-1
COCc1cc(C)nc(N2CCN(c3ccccc3)CC2)c1C#N	0
O=C(O)CCN1C(=O)CC2(CCCCC2)C1=O	1
Cc1[nH]c(=O)[nH]c(=O)c1NC(=O)c1cccs1	-13
Cn1c(=O)n(C)c2cc(S(=O)(=O)O)ccc21	-11
CCOc1ccc2[nH]c(=O)c(CN(CC3CCCN3CC)C(=O)NCc3ccccc3)cc2c1 (stereo unspecified)	-11
COC(=O)c1cccc(S(=O)(=O)N(Cc2ccco2)Cc2cc3ccc(OC)cc3[nH]c2=O)c1	4
CCc1cc2c(NCC(=O)O)ncnc2s1	-1
COc1ccccc1/C=C/CN1CC(C)OC(C)C1 (stereo unspecified)	-2
Cc1cc2cc(CCNS(C)(=O)=O)c(=O)[nH]c2cc1C	2
O=C(CSc1nnnn1-c1ccccc1)Nc1nsc(-c2ccccc2)n1	-24
O=C(CSc1ncn[nH]1)Nc1ccc(Br)cc1F	-11
Nc1ccc(-n2nncc2-c2ccco2)cc1	4

Later entries.
mol	GBA activity up
CCOC(=O)CSc1nc2c(cnn2-c2ccc(C)cc2)c(=O)[nH]1	1
CC(C)NC(=O)NC(=O)CSc1ncc(C(F)(F)F)cc1Cl	-14
Cn1c(=O)c2c(nc(NCc3ccco3)n2C/C=C/c2ccccc2)n(C)c1=O	0
COc1ccc(-n2nnc3c(SCC(=O)N4CCN(c5ccccc5)CC4)ncnc32)cc1	-9
COc1ccccc1-c1nc(-c2ccc(Br)cc2)no1	-9
Cc1ccc(SCCNC(=O)C(C)C)cc1	-2
COc1cc(C2/C(=C(\O)c3cc(C)ccc3C)C(=O)C(=O)N2CCN(C)C)ccc1O (stereo unspecified)	-64
CC(=O)c1cc2c(cc1NC(=O)c1ccc(-n3nc(C)cc3C)cc1)OCO2	14
O=C(Nc1ccc(F)cc1)N(CCCN1CCOCC1)Cc1cc2cc3c(cc2[nH]c1=O)OCO3	40
CN(C(=O)c1cnc(N2CCN(c3ncccn3)CC2)c2ccccc12)c1ccc(Cl)cc1	13
COc1ccc(S(=O)(=O)N(CC(=O)N2CCN(C)CC2)C2CCCCC2)cc1OC	-11
COc1ccc(OCC(=O)N2CCN(c3nnc(-c4ccccc4)c4ccccc34)CC2)cc1	-19
CCC(Sc1nc(=O)cc(N)n1-c1ccccc1)C(=O)Nc1ccc(Cl)cn1 (stereo unspecified)	-10
N#CCSc1nnc(Cc2cccc3ccccc23)n1C1CCCCC1	-34
COc1ccc(-c2nnc3ccc(SCC(=O)NCc4ccco4)nn23)cc1OC	-6
CCOc1cccc2cc(C(=O)Nc3cc(C)on3)c(=O)oc12	-30
O=C(NCc1ccco1)c1cc2sccc2n1Cc1ccccc1	-15
CC(=O)c1c(N2CCN(Cc3ccc4c(c3)OCO4)CC2)nc(=S)n(-c2ccccc2)c1C	3
NCCCNC(=O)c1cc2ccccc2[nH]1	16
O=C1CCCC(O)=C1C=Nc1ccc2c(c1)oc1ccccc12	-1
Cc1ccc(C)c(CN2CCCNC2=O)c1	-2
O=C1CCCC2=C1C(c1cccs1)n1ncnc1N2 (stereo unspecified)	-3
COc1ccc(NC(=O)CC2C(=O)N(c3cccc(OC)c3)C(=O)N2C2CCCCC2)cc1 (stereo unspecified)	-26
O=C(CCN1C(=O)c2ccccc2S1(=O)=O)Nc1nc2c(s1)CCCC2	-6
C=CCn1c(SCc2nnc(-c3ccccc3)o2)nnc1C(O)c1ccccc1 (stereo unspecified)	2
CN1CCN(C(=O)CSc2nc(-c3cccs3)cc(-c3cccs3)c2C#N)CC1	-47
Clc1ccc(Cn2cc(Br)cn2)cc1Cl	0
CCCC(=O)Nc1ccccc1NC(=O)CN(C)S(=O)(=O)c1ccccc1	7
CCN1CCCC1CNC(=O)c1ccc(CS(=O)(=O)c2ccccc2C)o1 (stereo unspecified)	-26
CCOC(=O)c1c(NC(=O)CSc2nnc(-c3ccccc3)n2CC)sc(C(C)=O)c1C	5
O=C(O)C1CCCCC1C(=O)NC1CCCCC1 (stereo unspecified)	-5
Cc1cccc2cc(CN(CC3CCCO3)S(=O)(=O)c3ccccc3)c3nnnn3c12 (stereo unspecified)	-6
CCOC(=O)Cn1nc(-c2ccccc2)ccc1=O	-6
COc1ccc(S(=O)(=O)N2CCC(C(=O)Nc3cccc(C(C)=O)c3)CC2)cc1C	-9
CCn1ncc2c(OCc3ccc(C#N)cc3)cc(C)nc21	42
CCn1nnnc1SCC(=O)N1c2ccccc2CCc2ccccc21	-34
Cc1nc(C)c2c(c1C(F)(F)F)-c1ccccc1C2(F)F	-31
Cc1nc2ccc(S(=O)(=O)NCC(=O)O)cc2s1	-15
O=C(NCCc1ccncc1)c1ccccc1F	-33
COc1ccccc1CNC(=O)c1cc2c(s1)CS(=O)(=O)C2	-1

Sorted by length of the SMILES (smallest number first): part of the list above
mol	GBA activity up
Cc1cc(C)n(CCOc2nonc2N)n1	-1
CCc1cc2c(NCC(=O)O)ncnc2s1	-1
CCCc1nn(CCc2ccccn2)c(N)c1CC	-5
CCCN1Cc2cccc(C(=O)NC3CCCC3)c2C1=O	-1
COc1ccc2oc(=O)c(-c3nnc(NCc4ccco4)s3)cc2c1	-8
COc1ccc(OCC(=O)N2CCN(c3nnc(-c4ccccc4)c4ccccc34)CC2)cc1	-19
CC(=O)c1c(N2CCN(Cc3ccc4c(c3)OCO4)CC2)nc(=S)n(-c2ccccc2)c1C	3

Additional results.
mol	GBA activity up
O=C(NCCCN1CCc2ccccc2C1)C1CCN(S(=O)(=O)N2CCCC2)CC1	7
CCN(CCCNC(=O)CCNC(=O)Cn1cnc2ccccc2c1=O)c1ccccc1	0
CCCC(CCC)n1[nH]c(=O)c2c(C)cc(C)nc21	7
CC1(C)CC(=O)C2=C(C1)Oc1ncn(CCCO)c(=N)c1C2c1ccccc1 (stereo unspecified)	-54
O=C(CSc1n[nH]c(-c2ccco2)n1)Nc1sc2c(c1C(=O)Nc1ccccc1)CCCC2	-4
CCCN1CC=C2C(C#N)=C(N)C(C#N)(C#N)C(c3cc(OC)ccc3OC)C2C1 (stereo unspecified)	20
Cc1cc(C)nc(SCC(=O)N2CCC(C(N)=O)CC2)n1	-3
Cc1ccc(CN2C(=O)CCC2C(=O)NCCCN2CCOCC2)cc1 (stereo unspecified)	8
Cc1noc(C)c1CSc1nnnn1-c1ccc(Cl)cc1	0
CCn1cc(C(=O)Nn2cnnc2)c(=O)c2ccc(C)nc21	-15
OC(c1ccccn1)c1c[nH]c2ccccc12 (stereo unspecified)	-8
COc1ccc(C2/C(=C(\O)c3ccc(OC)c(Cl)c3)C(=O)C(=O)N2CCN(C)C)cc1 (stereo unspecified)	-30

Part of the list above, field by field.
CC(=O)c1cc2c(cc1NC(=O)c1ccc(-n3nc(C)cc3C)cc1)OCO2
  GBA activity up = 14

O=C(Nc1ccc(F)cc1)N(CCCN1CCOCC1)Cc1cc2cc3c(cc2[nH]c1=O)OCO3
  GBA activity up = 40
